NR2E3 ag-1 – agonists of human NR2E3 nuclear receptor; Q9Y5X4; CHO-S Gal4-NCOR/VP16-NR2E3 two-hybrid, luciferase; inhibition of corepressor binding, % at 3.98 µM; actives 0.35% (n = 360,000); AID 602229;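 active = inhibition above the mean of all tested compounds plus 3 SD, cut at about 70% in these data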;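 note: 0% = DMSO with NR2E3 transfected cells and 100% = cells lacking NR2E3 construct; higher means lower luciferase signal from less NR2E3 corepressor binding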
Target sequence (Q9Y5X4 whole entry, looked up, the tested form may be a part): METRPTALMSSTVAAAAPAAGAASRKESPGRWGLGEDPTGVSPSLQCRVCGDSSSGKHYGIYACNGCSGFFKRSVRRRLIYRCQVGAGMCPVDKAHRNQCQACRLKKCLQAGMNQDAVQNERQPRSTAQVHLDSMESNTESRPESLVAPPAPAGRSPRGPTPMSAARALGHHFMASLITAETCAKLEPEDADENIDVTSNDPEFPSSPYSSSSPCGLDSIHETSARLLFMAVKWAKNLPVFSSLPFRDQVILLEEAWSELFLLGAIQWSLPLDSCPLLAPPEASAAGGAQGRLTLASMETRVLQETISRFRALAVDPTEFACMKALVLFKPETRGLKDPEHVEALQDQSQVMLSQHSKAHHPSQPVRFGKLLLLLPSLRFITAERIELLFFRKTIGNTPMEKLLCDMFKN
CaV13 ICDI inh – Disruptors of the CACNA1D IQ motif to Ca2+-dependent inactivation inhibitor domain association, primary screening, Förster resonance energy transfer in intact living … | actives 0.098% (n = 340,000) | inhibition, % at 12.3 µM | HEK cells, CFP/YFP FRET ICDI-IQ, plate reader, 10 min; percent FRET-ratio fall versus neutral wells | AID 743397;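 active = mean replicate inhibition of at least 30% and at least 1% of replicates passing that level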;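 note: 0% = median of the neutral control wells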
NR2E3 ag-2 – activates human photoreceptor nuclear receptor NR2E3; Q9Y5X4; GST-NR2E3/biotin-RetCOR TR-FRET, 1536-well; inhibition of corepressor binding, % at 4.78 µM; actives 0.12% (n = 320,000); AID 2300;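 active = percent inhibition above the cutoff of mean plus 3 SD of all tested compounds, set per screening campaign, cut at about 20% in these data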;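 note: 0% = DMSO wells and 100% = biotin wells as full block of FRET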
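Assay system: NR2E3–RetCOR corepressor complex. Quantity: 1.35 nM GST-NR2E3. Buffer or medium: pH 7.5 Tris-based buffer. Reagent: biotinylated RetCOR corepressor at 7 nM final. Schedule: 5 h at 4 °C. Detection: TR-FRET, emission read at 617 and 671 nm. Replicates: one well per compound, singlicate testing.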
CF NFkB block – cystic fibrosis NF-kB activation inhibition; KKLEB NF-kB-GFP reporter, PAF-induced, GFP fluorescence overnight; inhibition, % at 5 µM; actives 0.86% (n = 360,000);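 active = at least 50% inhibition at 5 µM, scaled per plate between neutral and stimulator controls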;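 note: PAF is a Pseudomonas aeruginosa culture filtrate used as stimulus; plate controls were PAF-stimulated DMSO wells for no effect and unstimulated DMSO wells for full effect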
TRPM1 prom inh – reduces MITF-dependent TRPM1 promoter luciferase signal | SK-MEL-5 TRPM1 promoter luciferase, 24 h | inhibition, % at 12.5 µM | actives 0.83% (n = 330,000);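 active = mean inhibition across replicates of 60% or more, whatever share of single replicates reaches that level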; note: values of inactives mirror those of a sister screen read the other way
Vif imaging – blocks HIV Vif function; inhibition, % at 7.49 µM; actives 0.35% (n = 340,000); AID 602346; HEK293T cells, Vif self-association by quenched fluorescence, imaging, 24 h; in the data active = inhibition above about 50%, passing the limit was not always enough; note: some results filed as inactive read as strong as hits
KKLEB tox – reduces viability of KKLEB cystic fibrosis airway cells; KKLEB CF airway cells viability, ATPlite luminescence, overnight; stronger effect = lower value; cells stimulated with P. aeruginosa culture filtrate; AID 602141; activity change (cytotoxicity), % at 5 µM; actives 0.36% (n = 360,000);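 active = corrected activity change at or below -50% at 5 µM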
HIF-2a block – inhibitors of HIF-2a. actives 0.72% (n = 360,000). inhibition, % at 18.8 µM. 786-0 RCC cells HIF-2a reporter, luciferase luminescence, overnight;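 active = inhibition of the luminescence signal of 40% or more relative to plate controls, in a single-dose primary screen at 18.75 µM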
PDI turbidity – inhibitors of human protein disulfide isomerase | inhibition, % at 10 µM | PDI insulin aggregation turbidity, A650, 90 min | P07237 | actives 0.052% (n = 350,000);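 active = mean inhibition across replicates of 30% or more, whatever share of single replicates reach that level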;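 note: absorbance from insulin aggregation driven by PDI reduction with DTT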
Target sequence (P07237 whole entry, looked up): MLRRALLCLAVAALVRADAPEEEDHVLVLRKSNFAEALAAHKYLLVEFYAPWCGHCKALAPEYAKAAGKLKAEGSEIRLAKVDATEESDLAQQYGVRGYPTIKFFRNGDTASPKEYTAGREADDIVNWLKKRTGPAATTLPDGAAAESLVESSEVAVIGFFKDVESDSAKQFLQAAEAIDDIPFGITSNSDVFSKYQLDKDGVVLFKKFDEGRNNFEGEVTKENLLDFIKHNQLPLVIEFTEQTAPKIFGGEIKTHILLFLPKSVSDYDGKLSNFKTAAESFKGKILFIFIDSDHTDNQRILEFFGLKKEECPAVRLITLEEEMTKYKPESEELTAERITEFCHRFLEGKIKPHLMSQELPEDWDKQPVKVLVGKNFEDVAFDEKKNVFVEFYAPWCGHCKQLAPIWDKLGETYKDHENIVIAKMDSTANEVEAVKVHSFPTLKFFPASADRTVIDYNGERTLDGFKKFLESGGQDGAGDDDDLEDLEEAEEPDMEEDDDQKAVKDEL
Shn3 inh set2 – inhibitors of Schnurri-3 3'UTR reporter in osteoblasts; Clone20 osteoblast Shn3 3'UTR firefly luciferase, 24 h; inhibition, % at 12.5 µM; actives 0.52% (n = 360,000); AID 588674;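 active = mean inhibition of at least 75% with every replicate also reaching 75%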;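 note: 0% = median of neutral control wells and 100% = pilot-screen positive control compound; some compounds past the cut are filed as inactive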
Peg3 prom inh – reduces Peg3 promoter-driven luciferase expression in HeLa | HeLa PEG-Prom luciferase reporter, luminescence, overnight | inhibition, % at 20 µM | actives 1.7% (n = 360,000) | AID 588405;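 active = inhibition of at least 50% at 20 µM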
An asterisk follows results filed as active; x = no result given.

Screens in order: NR2E3 ag-1 | CaV13 ICDI inh | NR2E3 ag-2 | CF NFkB block | TRPM1 prom inh | Vif imaging | KKLEB tox | HIF-2a block | PDI turbidity | Shn3 inh set2 | Peg3 prom inh
O=C(NCc1nc2ccccc2[nH]1)C1=C[C@H](c2csc3ccccc23)C[C@H](OCc2ccc(CO)cc2)O1
  -2 | -6 | 0 | -16 | 22 | x | 0 | 30 | 12 | 25 | 39
Cc1ccccc1-c1nc(CN2CCC(C(=O)NC3CC3)CC2)c(C)o1
  -11 | -2 | 5 | -4 | 1 | 0 | 4 | 6 | 5 | -7 | -14
CCCCCCCCC(=O)Nc1cc(C)ccc1OC
  -5 | -4 | 5 | 14 | 9 | 7 | 0 | 9 | -6 | -3 | 12
COc1ccc(-c2nc3c(c(=O)[nH]c(=O)n3Cc3ccccc3)n2CCO)cc1
  1 | -7 | 0 | 4 | 3 | -10 | -2 | 15 | 9 | -24 | 7
COc1ccc(C(=O)NNC(=S)NC(=O)c2ccccc2[N+](=O)[O-])cc1
  60 | -3 | -2 | -12 | -1 | -2 | -2 | 14 | 3 | 21 | -1
CCOC(=O)N1CCC(=NNC(=O)NC2CCCCC2)CC1
  -7 | 4 | -1 | 3 | -8 | -4 | 6 | -16 | 2 | 0 | -23
Clc1ccc(Cn2c(-c3cccnc3Cl)nc3ccccc32)c(Cl)c1
  -8 | -4 | 0 | -11 | 7 | -5 | 0 | 20 | 3 | -4 | 20
CSc1cccc(NC(=S)N(C(C)C)C(C)c2ccccn2)c1 (configuration not stated)
  -21 | 1 | 2 | -6 | 5 | 4 | 13 | -49 | 1 | -8 | -14
CC1CCCCC1NC(=O)C(=O)NCC1CCCO1 (configuration not stated)
  37 | x | 1 | 15 | -21 | -8 | 12 | -15 | -13 | 0 | -21
COc1ccc(-c2cc(=O)[nH]c(NCc3ccccc3)n2)cc1
  -2 | -10 | 2 | -20 | 12 | 1 | 6 | -19 | -3 | 5 | -17
O=S(=O)(Nc1cccc(-c2cn3c(n2)SCC3)c1)c1ccc(F)cc1F
  19 | -6 | 0 | 1 | 7 | 0 | 3 | 14 | -5 | 4 | 23
O=C(Nc1ccc2c(c1)OCO2)C1Cc2c(-c3cccnc3)ccnc2O1 (configuration not stated)
  17 | -6 | x | -21 | x | 18 | 3 | 2 | -4 | 8 | 3
C=CCNC(=S)N/N=C/c1ccccc1OCCOc1ccccc1
  -4 | -5 | -1 | -16 | 1 | -1 | 6 | -7 | 5 | -6 | -3
COc1ccc(-c2nnn(CC(=O)Nc3ccc4c(c3)OCCO4)n2)cc1OC
  1 | x | 3 | 15 | -9 | 10 | -14 | 6 | -9 | 85* | 5
O=C(Cc1ccc(Br)cc1)N1CCN(C(=O)c2ccco2)CC1
  -15 | -5 | 3 | -14 | 10 | -2 | 8 | -10 | -6 | -9 | 2
O=C(NNC(=O)C1CC(c2cccnc2)=NO1)Nc1ccccc1F (configuration not stated)
  1 | 8 | -1 | -27 | 13 | -3 | 17 | 12 | -3 | 7 | 15
CC1(C)CC(=O)C2=C(C1)c1c(ccc3ccccc13)NC2c1ccc(C(=O)O)cc1 (configuration not stated)
  -10 | -2 | 3 | -13 | 17 | -4 | -6 | -8 | -4 | 8 | -25
COC(=O)COc1ccc(NC(=O)c2ccco2)cc1
  -7 | -11 | -3 | -5 | -13 | -1 | -2 | 14 | -8 | -31 | -3
CCCCn1ccc(=O)c2c(C(F)(F)F)nccc21
  4 | -5 | 2 | 16 | 6 | 22 | 0 | 20 | 11 | -17 | 11
COc1cccc(NC(=O)N2CCCC2C(=O)Nc2ccc3c(c2)OCCO3)c1 (configuration not stated)
  -1 | 6 | -3 | -8 | 9 | 12 | -10 | 18 | 2 | -15 | 0
CC(=O)N(c1ccccc1C)C1CCCC1
  0 | -5 | -1 | -13 | -13 | -18 | 8 | 17 | -7 | -26 | 19
Cc1ccc(OCCCCn2ccnc2C)c(C)c1
  -12 | -6 | 0 | 23 | 0 | 1 | -21 | -7 | 1 | 25 | 4
Cc1nn(-c2ccccc2)c(-n2cccc2)c1C(=O)O
  -1 | -6 | 0 | 0 | -2 | -2 | 7 | 11 | -1 | 9 | -6
CC(C)(C)c1ccc(C(=O)NCCC(=O)N2CCN(c3ncccn3)CC2)cc1
  4 | x | -2 | 9 | 4 | -2 | -9 | 3 | -2 | -12 | 0
O=C(Oc1ccc2c(=O)c(Oc3ccc4ccccc4c3)coc2c1)c1ccco1
  -20 | x | 2 | -9 | 7 | 2 | 10 | -18 | -3 | 2 | -33
Cc1cccc(Cn2c(SCCN3CCCCC3)nc3c2c(=O)[nH]c(=O)n3C)c1
  11 | -3 | 2 | -22 | x | 1 | -12 | 12 | x | 9 | -5
CCN1C(=O)[C@H]2[C@@H](c3ccc(OC)cc3)N[C@]3(CCCN(Cc4ccco4)C3=O)[C@H]2C1=O
  -30 | -10 | x | 22 | x | -2 | -4 | 5 | 3 | -17 | 12
CN(NC(=O)/C=C/C(=O)O)c1ncc(C(F)(F)F)cc1Cl
  -18 | 5 | 2 | -1 | -3 | 23 | 4 | 12 | -301 | -3 | -4
C=CCC(O)(CC=C)C(C)N (configuration not stated)
  -18 | -4 | 0 | 8 | 3 | -3 | 7 | 14 | 7 | 10 | -1
COc1ccc(NC(=O)C2CCCN2C(=O)Nc2ccccc2)cc1OC (configuration not stated)
  -22 | -3 | 3 | -11 | 15 | 12 | 0 | 2 | -2 | -15 | 15
c1ccc(CN2CCN(c3nc4ccccc4c4ccccc34)CC2)cc1
  -35 | x | -1 | -13 | -7 | -7 | 2 | 14 | -6 | -18 | 8
Cc1cccc(C)c1OCCOC(=O)c1ccc(S(=O)(=O)N2CCCC2)cc1
  14 | -14 | x | 1 | x | 24 | 2 | 5 | -4 | -40 | -1
CCOCCOc1nc2c(c(=O)n(C)c(=O)n2C)n1CCc1ccccc1
  -6 | 0 | 5 | 10 | 5 | -6 | 1 | 21 | 9 | 20 | 9
CC(C)C(OC(=O)c1nsc(Cl)c1Cl)C(=O)NCc1ccc2c(c1)OCO2 (configuration not stated)
  6 | -5 | 0 | -5 | 5 | 4 | -2 | -11 | -10 | -10 | -3
COc1ccc(C(=O)N2CCC(C(=O)c3c(C)cc(C)cc3C)CC2)cc1
  6 | -5 | -1 | 8 | 6 | -7 | 4 | 19 | -3 | 35 | 25
CCCCn1c(=O)c(C(=O)c2ccccc2)nc2ccccc21
  -22 | -6 | 0 | 2 | 7 | 4 | 7 | 12 | -2 | -9 | 15
CCOc1ccc(Nc2cc(=O)n(C)c(=O)n2C)cc1
  3 | x | 0 | -1 | 16 | 16 | 3 | 19 | -4 | 11 | 2
Cc1ccc(S(=O)(=O)NC2CCCc3ccccc32)cc1C (configuration not stated)
  -19 | -4 | -1 | 9 | 0 | x | 4 | 17 | -6 | 2 | 32
COCCn1c(SCC(=O)Nc2c(C)n(C)n(-c3ccccc3)c2=O)nnc1-c1ccncc1
  0 | -5 | -1 | 29 | 9 | -2 | -2 | 8 | 2 | 9 | 7
O=C(NCCCN1CCCC1=O)c1cccc(S(=O)(=O)N2CCCCC2)c1
  5 | -19 | 3 | 4 | 2 | 3 | 7 | 6 | 4 | 0 | 3
O=C(CC1Nc2cccc3cccc(c23)NC1=O)Nc1ccccc1 (configuration not stated)
  14 | -6 | -5 | -2 | 18 | x | 7 | 7 | -3 | 0 | 16
Cn1ncc(Br)c1NC(=O)CSc1ccc(Cl)cc1
  -3 | 5 | 4 | 2 | -17 | -5 | 5 | 17 | -3 | 17 | 19
COc1ccc(S(=O)(=O)NCC(=O)N(CC(=O)NCc2ccco2)C2CCCC2)cc1
  -10 | -7 | 1 | -5 | 2 | -1 | -9 | -1 | 3 | -18 | 7
O=C(NC1CCCC1)C(c1ccncc1)N(C(=O)c1csnn1)c1cccc(F)c1 (configuration not stated)
  -10 | -3 | 2 | -11 | -9 | -2 | 7 | 11 | 4 | 4 | 8
O=C(COc1ccc(Cl)cc1Cl)Nn1c(=S)[nH]c2ncccc2c1=O
  -24 | -4 | -2 | -5 | 29 | 11 | 1 | 18 | 0 | 3 | 2
O=C(Nc1ccccc1Cl)c1cc(C2CCCCN2C(=O)C2CCCCC2)on1 (configuration not stated)
  -1 | -7 | x | 5 | x | -11 | 6 | 12 | 13 | 4 | 8
Clc1ccc(-c2nc3ccccn3c2CN2CCOCC2)cc1
  -38 | -4 | -2 | -4 | 1 | -4 | -7 | -44 | -2 | -31 | -47
O=C(NCCCCCCNC(=O)c1ccccc1O)c1ccccc1O
  67 | -18 | 1 | 15 | 11 | -6 | 9 | -45 | 1 | 16 | -12
CC(=O)c1cccc(-c2ccnc3c2CC(C(=O)Nc2cccc(N(C)C)c2)O3)c1 (configuration not stated)
  -37 | -9 | x | 4 | x | x | -4 | 12 | -3 | 10 | 25
CSc1ccc(-c2nc(CN(C)C3CCOC3)c(C)o2)cc1 (configuration not stated)
  -43 | -3 | -4 | 5 | -51 | -4 | -2 | -230 | 10 | -61 | -166
COc1ccc(N2CCN(C(=N)/C(C(C)=O)=C(\C)O)CC2)cc1
  16 | -4 | 2 | 13 | -11 | 0 | -1 | 5 | 5 | 5 | -1
Cn1cccc1/C=N/N1CCN(c2ccccc2)CC1
  0 | -5 | 1 | -18 | -9 | -15 | 10 | -41 | -1 | 2 | -36
CC1Sc2ccc(C(=O)N3CCCC(C(F)(F)F)C3)cc2NC1=O (configuration not stated)
  -13 | -15 | -2 | 5 | -5 | 2 | -5 | -5 | 8 | 12 | 9
CSC(=NNC(=O)c1ccc(O)cc1)SC
  -25 | x | 5 | 9 | -7 | -9 | -6 | -9 | -4 | 54 | -12
Cc1cccnc1NC(=S)Nc1ccc(Br)cc1Cl
  -92 | -4 | 2 | -4 | -63 | 7 | -9 | -281 | 4 | -138 | -260
CC(C)NC(=O)C1(c2ccccc2)CCOCC1
  -10 | -5 | -2 | -4 | -1 | 16 | 9 | 16 | -1 | -4 | 8

Not a retest: an excerpt of the list.
Screens in order: NR2E3 ag-1 | CaV13 ICDI inh | NR2E3 ag-2 | CF NFkB block | TRPM1 prom inh | Vif imaging | KKLEB tox | HIF-2a block | PDI turbidity | Shn3 inh set2 | Peg3 prom inh
Cc1cccnc1NC(=S)Nc1ccc(Br)cc1Cl
  -92 | -4 | 2 | -4 | -63 | 7 | -9 | -281 | 4 | -138 | -260
CC(C)NC(=O)C1(c2ccccc2)CCOCC1
  -10 | -5 | -2 | -4 | -1 | 16 | 9 | 16 | -1 | -4 | 8

Screening data deposited in PubChem by several laboratories.
